# GLS inh: blocks human kidney-isoform glutaminase activity; O94925; AID 624170; 410,000 tested, 0.21% active; GLS enzymatic activity, qHTS titration; Potency, µM (doses to about 45.5 µM), inactives show at the highest dose activity change, negative = inhibition, actives largely listed as inhibitors; also: potency is read from the fitted curve at half-maximal effect; % is scaled to controls: 0 for no effect and ±100 for the full control effect
#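 Read-out is an Amplex red fluorescence increase coupled through glutamate oxidase and HRP, measured before and after 30 min room-temperature incubation. hKGA is in 45 mM KH2PO4 (pH 8.2) with 0.02% Tween-20; glutamine added as 1mM solution.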
# USP1-UAF1 inh: USP1/UAF1 (human) deubiquitinase inhibition; recombinant USP1/UAF1, Ub-Rhodamine cleavage fluorescence; Potency, µM (series often up to 57.1 µM), inactives show top-dose activity change, negative = inhibition, usual class: inhibitors; 390,000 tested, 0.23% active; AID 743255; also: potency is read from the fitted curve at half-maximal effect; % is scaled to controls: 0 for no effect and ±100 for the full control effect; nearly all actives have a fitted effect of over 60% in size; inactives centre near -12
#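 USP1/UAF1 complex (1 nM) preincubated 15 min at room temperature with compound, then Ub-Rho substrate (150 nM final) added. Kinetic fluorescence at 480/540 nm over 6 reads at 60 s intervals; 50 mM HEPES pH 7.8, 0.5 mM EDTA, 0.1 mg/ml BSA, 1 mM TCEP, 0.01% Tween-20.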
# PI4K2A inh: inhibitors of human PI4K2A; purified PI4K2A, ADP-Glo luminescence, 1 h; stronger effect = lower value; activity change, negative = inhibition, % at 76.9 µM; 420,000 tested, 0.13% active; in the data active = activity change below about -50%; inconclusive = mostly about -30% to -49%;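 also: -100% = wells without enzyme as full effect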
#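 ADP-Glo luminescence measured ADP generated by PI4K2A enzyme (4 ug/mL before mixing) with 1.2 mM PI substrate (pre-mix) and 300 microM ATP (pre-mix). Tris pH7.5 buffer with MgCl2, Triton X-100; 1 h reaction at ambient temperature.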
# Pin1 inh: inhibitors of human Pin1 | Pin1 FP peptide displacement, HiFluor488, 10 min | Potency, µM (top dose mostly 115 µM), for inactives: at the highest dose activity, negative = inhibition, actives largely listed as inhibitors | 390,000 tested, 0.009% active | AID 504891; active = well fitted inhibition curve with a large enough effect in the polarisation, with a control signal flat, not every such curve was filed as active; inconclusive = small, poorly fitted or top-dose-only effect, or effect the other way, or a change in a side signal; inactive = no such curve, though single readings can be large or run the other way; the % refers to the polarisation; also: potency is read from the fitted curve at half-maximal effect; % is scaled to controls: 0 for no effect and ±100 for the full control effect
# Target sequence (Q13526 whole entry, looked up): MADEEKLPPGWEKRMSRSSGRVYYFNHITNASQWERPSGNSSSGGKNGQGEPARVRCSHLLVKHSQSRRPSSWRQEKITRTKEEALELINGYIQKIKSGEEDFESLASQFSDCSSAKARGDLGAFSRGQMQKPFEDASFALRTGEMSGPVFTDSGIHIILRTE
# TrxR1 substrate: is turned over as a substrate by rat TrxR1. O89049. purified TrxR1 substrate turnover, NADPH consumption readout. Potency, µM (series often up to 114 µM), for inactives: at the top dose activity change, negative = substrate turnover. 390,000 tested, 0.01% active. AID 588456; also: potency is read from the fitted curve at half-maximal effect; % is scaled to controls: 0 for no effect and ±100 for the full control effect; nearly all actives have a fitted effect of over 50% in size
# Target sequence (O89049 whole entry, looked up): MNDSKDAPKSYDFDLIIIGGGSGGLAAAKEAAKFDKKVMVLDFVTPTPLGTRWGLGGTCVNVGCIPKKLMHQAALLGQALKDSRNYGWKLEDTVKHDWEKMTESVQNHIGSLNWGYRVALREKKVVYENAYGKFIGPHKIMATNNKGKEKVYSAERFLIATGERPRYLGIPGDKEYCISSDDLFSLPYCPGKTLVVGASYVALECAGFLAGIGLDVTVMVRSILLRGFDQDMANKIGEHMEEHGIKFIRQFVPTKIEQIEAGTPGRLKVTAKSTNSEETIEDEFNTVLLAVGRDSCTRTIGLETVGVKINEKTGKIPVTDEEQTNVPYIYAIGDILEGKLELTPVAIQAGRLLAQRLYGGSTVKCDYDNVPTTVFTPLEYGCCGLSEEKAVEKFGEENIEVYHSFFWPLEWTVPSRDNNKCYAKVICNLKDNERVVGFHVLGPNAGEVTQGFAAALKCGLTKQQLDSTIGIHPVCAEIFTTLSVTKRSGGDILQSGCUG
#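 Rat TrxR1, dispensed at 90 nM, was prereduced with 400 uM NADPH (final) for 5 min at ~22 deg C, then incubated with compound 15 min before 400 uM selenite. A first-read NADPH fluorescence drop versus no-compound background flagged substrates.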
# mIDH1 inhibitor: inhibitors of human mutant IDH1 R132H; O75874; 390,000 tested, 0.093% active; Potency, µM (highest dose often 76.6 µM), inactives show at the highest dose activity change, negative = inhibition, actives largely listed as inhibitors; IDH1-R132H enzyme, NADPH consumption, diaphorase/resazurin fluorescence; also: potency is read from the fitted curve at half-maximal effect; % is scaled to controls: 0 for no effect and ±100 for the full control effect; nearly all actives have a fitted effect of over 65% in size
#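 IDH1-R132H (0.5 ug/mL) preincubated 30 min with compound, then NADPH (0.016 mM) and alpha-KG (2 mM) added; 80 min at RT, pH 7.5. Remaining NADPH coupled via diaphorase/resazurin to fluorescence (540/590 nm); concentration-response curves normalized to no-enzyme control.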
# Tb PGK inh: T. brucei PGK inhibition; P07378; PGK/GAPDH coupled, Kinase-Glo luminescence, 60 min; Potency, µM (titrated, usually from 57.5 µM), for the others: at the top dose activity change, negative = inhibition, usual class: inhibitors; 380,000 tested, 0.043% active; also: potency is read from the fitted curve at half-maximal effect; % is scaled to controls: 0 for no effect and ±100 for the full control effect; nearly all actives have a fitted effect of over 60% in size
#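 Recombinant glycosomal PGK reaction used 1,3-bisphosphoglycerate generated in-well by GAPDH (100nM final) in 100mM TEA pH 7.6, 5mM MgCl2, 0.01% Tween-20. After 60 minutes at room temperature, ATP was read by Kinase-Glo Plus luminescence end-point.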
# HP1b chromo inh: HP1-beta chromodomain-methylated histone interaction inhibition. AlphaScreen HP1-beta / biotin-H3K9me3 peptide binding. Potency, µM (top dose mostly 114 µM), without a hit: at the highest dose activity change, negative = inhibition, hits mostly inhibitors. 390,000 tested, 0.56% active. AID 540317; also: potency is read from the fitted curve at half-maximal effect; nearly all actives have a fitted effect of over 70% in size; inactives centre near 23
# Target sequence (P83916 whole entry, looked up): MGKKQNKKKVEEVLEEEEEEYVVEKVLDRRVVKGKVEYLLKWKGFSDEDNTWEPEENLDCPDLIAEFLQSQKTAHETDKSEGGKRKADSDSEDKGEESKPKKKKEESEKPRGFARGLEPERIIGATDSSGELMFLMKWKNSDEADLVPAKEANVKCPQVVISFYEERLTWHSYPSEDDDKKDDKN
#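 AlphaScreen: HP1-beta (50 nM) preformed 30 min with biotin-H3(1-18)K9me3 peptide (50 nM) in PBS pH 7.4, 0.01% Tween-20. Compound added for 30 min at RT, then streptavidin donor/nickel chelate acceptor beads (10 ug/mL) for 30 min.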
# rTrxR1 inhibitor: inhibitors of rat thioredoxin reductase 1 | 390,000 tested, 1% active | Potency, µM (highest dose often 114 µM), for the others: top-dose activity change, negative = inhibition, hits mostly inhibitors | AID 588453 | recombinant rTrxR1, NADPH fluorescence consumption, selenite substrate; also: potency is read from the fitted curve at half-maximal effect; % is scaled to controls: 0 for no effect and ±100 for the full control effect; nearly all actives have a fitted effect of over 65% in size
#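 Rat TrxR1 (90 nM in the dispensed reagent) was pre-reduced with 400 uM NADPH for 5 min at room temperature, then incubated with compound for 15 min. After 400 uM selenite was added, NADPH fluorescence (Ex 340/Em 450 nm) was followed for 8 min.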
# * = called active by the depositor; i = inactive; ? = inconclusive; . = no result given; [ ] = another dose, or the depositor's remark. Unless noted, calls follow the shape of the dose curve; as a rule, active = well fitted curve in the direction sought with a large enough effect; inconclusive = small, poorly fitted or top-dose-only effect, or another doubt; inactive = no such curve, though single readings can be large; an effect the other way counts as inactive or inconclusive.
SMILES	mIDH1 inhibitor	HP1b chromo inh	GLS inh	USP1-UAF1 inh	Pin1 inh	PI4K2A inh	rTrxR1 inhibitor	TrxR1 substrate	Tb PGK inh
CCc1cc2c(=O)[nH]c(Cc3ccccc3)nc2s1	-7%	7%	0%	0%	0%	3	6%[57.1 µM]	-3%	-5%
O=C1CC(c2ccccc2)=NN1c1ccc([N+](=O)[O-])cc1	-2%	?	?	-16%	?	-8	-29%	-15%	-1%
Cc1ccc(NC(=O)c2n[nH]c(=O)c3ccccc23)cc1S(=O)(=O)N1CCOCC1	5%	20%	-8%	-10%	-2%	-12	3%[57.1 µM]	9%[57.1 µM]	11%
COCCN(Cc1nc2ccccc2c(=O)[nH]1)C(=O)COc1ccccc1-c1ccccc1	-14%	17%	-10%	-19%	7%	-4	11%[57.1 µM]	0%[57.1 µM]	-5%
CC(C)NC(=O)Cn1c(SCC(=O)N2CCCc3ccccc32)nc2ccccc21	-1%	14%	-2%	-8%	2%	-2	12%	11%[57.1 µM]	-8%
CCc1ccccc1NC(=O)c1ccc(-c2csc(C)n2)cc1	-3%	30%	-4%	-21%	-2%	-7	20%	9%	-12%
CCCNC(=O)c1ccc(S(=O)(=O)c2ccc(OC)cc2)c([N+](=O)[O-])c1	2%	8%	-4%	-18%	0%	-2	?	6%	i
O=C(CN1CCCc2ccccc21)NCc1ccc2c(c1)OCO2	3%	6%	16%	-15%	-2%	2	4%	-2%	-4%
CCOC(=O)C1CCN(C(=O)Cn2cnc3sc(C)c(S(=O)(=O)N4CCC(C)CC4)c3c2=O)CC1	4%	5%	7%	-21%	-3%	0	8%	1%	5%
COc1cc(-c2csc(C)n2)ccc1O	14%	20%	44%[activator]	-5%	0%	-3	-13%	-5%	-9%
CCOC(=O)C1=CC[C@@H](c2cc3ccc(OC)cc3n2C)N(S(=O)(=O)c2ccc(C)cc2)[C@H]1C(=O)OCC	-6%	19%	0%	-44%	0%	-3	30%	12%	i
O=C(CCC(=O)c1ccc(F)cc1)Nc1cc(Cl)cc(Cl)c1	7%	25%	0%	-26%	11%	-15	10%	-1%	-3%
Cc1ccc(NC(=O)c2cnc(N3CCCCC3)c3ccccc23)c(C)c1	13%	26%[57 µM]	0%	-9%	-7%	-9	14%[57.1 µM]	0%[57.1 µM]	i
CCn1c(SCC(=O)O)nnc1C1CCCCC1	-3%	35%	3%	9%	1%	-3	17%	8%	5%[11.5 µM]
CCOC(=O)C1=C(CC)Nc2ccccc2N=C1NC(=O)CCNC(C)=O	-1%	53%[activator]	3%	-1%	4%	0	-5%[57.1 µM]	2%	-3%
CCOC(=O)N1CCN(S(=O)(=O)c2c(C)[nH]c(=O)[nH]c2=O)CC1	4%	9%	-4%	-19%	1%	2	18%[57.1 µM]	-7%	-2%
NC(=O)c1ccc(Br)c(S(=O)(=O)N2CCCCC2)c1	6%	20%	7%	-10%	1%	2	11%	5%	-7%
CCOc1ccc(C(=O)Nc2ccccc2-c2ccccc2)cc1Cl	6%	81%[activator]	1%	-7%	20%	2	18%	7%	2%
O=C(Nc1cccc(C(=O)OCc2cc(=O)n3nc(C4CC4)sc3n2)c1)c1ccccc1	12%	40%[activator]	1%	?	4%	1	6%[57.1 µM]	1%[57.1 µM]	-6%
CN(C)S(=O)(=O)c1ccc(C(=O)NCc2ccccc2)cc1	3%	16%	2%	7%	-8%	-2	8%[57.1 µM]	10%[57.1 µM]	0%
O=C(COc1ccccc1)Nc1ccc2oc(=O)ccc2c1	4%	-12%	7%	-13%	0%	-1	11%	16%	0%
CCOCCCn1cnc2c(c1=O)c1nc3ccccc3nc1n2-c1ccc(C)cc1	-5%	18%	-4%	-12%	-1%	-1	-2%	-7%	2%
Cc1cc(=O)c2cc(Br)ccc2[nH]1	-2%	39%[activator]	0%	-16%	3%	1	-10%	-2%	-6%
COC(=O)c1ccc(COc2ccccc2/C=N/Nc2cccc(C(=O)O)c2)cc1	15%	33%	?	?	?	1	8%	1%	-8%
Cc1cc(NC(=O)CN2C(=O)C(C)(C)c3ccccc32)ccc1Br	-6%	20%[57 µM]	-1%	-26%	0%	-1	23%[57.1 µM]	1%[57.1 µM]	i
Cc1cc(NC(=O)Nc2ccc(Cl)c(Cl)c2)no1	-2%	16%	0%	-11%	0%	1	-10%	-4%	-1%
COc1cccc(C(=O)Nc2ccccc2NC(=O)c2cccc(OC)c2)c1	12%	12%	2%	?	-3%	-2	30%	8%[57.1 µM]	-9%
O=C(Cn1nc(CNc2ccc(Br)cc2)[n+]2c1CCCCC2)c1ccc([N+](=O)[O-])cc1	2%	-18%	11%	-17%	-2%	0	-2%[57.1 µM]	4%[57.1 µM]	6%
Cc1ccccc1NC(=O)Cc1cccs1	-3%	27%	-9%	-9%	-3%	5	9%	-3%[11.4 µM]	-7%
CCCCOC(=O)Nc1nnc(CC(=O)NCc2ccccc2)s1	7%	22%	7%	-10%	-5%	0	21%	2%	0%
O=C(NC(=O)N1CCN(c2ccc([N+](=O)[O-])cn2)CC1)c1c(Cl)cccc1Cl	3%	20%	3%	-13%	5%	1	4%[57.1 µM]	-7%[57.1 µM]	1%
Cc1c(C(=O)N2CCCc3ccccc32)oc2ccc(S(=O)(=O)N3CCOCC3)cc12	0%	-14%	-6%	-11%	22%	-5	28%	-2%	i
C=CCOc1ccc(/C=C(\C#N)C(=O)Nc2ccccn2)cc1OC	4%	6%	7%	?	-4%	-1	23%	20%	10%
CCC(C)C(NC(=O)C1CCC(C)CC1)C(=O)NCCc1ccc(S(N)(=O)=O)cc1 (centres undefined)	4%	34%[activator]	1%	3%	4%	5	9%	-2%	.
CN(CCCNC(=O)Cn1cccc1C(=O)c1ccccc1)C1CCCCC1	4%	24%	-6%	-12%	-2%	13	14%	0%	-1%
O=C1[C@H](Cc2ccccc2)NCC=CC[C@@H](c2ccc(Cl)cc2)N1Cc1ccc(Cl)cc1	-20%[38.3 µM]	-3%	-2%	-26%	?	2	8%	-5%	4%
COc1cccc(CC(NC(C)=O)C(=O)NC2CCN(c3nc(C)cc(C)c3C#N)CC2)c1 (centres undefined)	7%	64%[activator]	-3%	-10%	0%	2	4%	27%	-8%
CC1(NC(=O)C2CCN(C(=O)Nc3ccccc3)CC2)CCS(=O)(=O)C1 (centres undefined)	-2%	14%[57 µM]	0%	-17%	?	0	2%	-3%	-1%
COc1ccc(N=Cc2c(O)cc(C)oc2=O)cc1	0%	44%[activator]	-11%	-15%	10%	2	7%[57.1 µM]	-3%[57.1 µM]	2%
FC(F)(F)c1cccc(-c2nc(COc3ccc(Cl)cc3Cl)no2)c1	3%	253%[activator]	3%	-22%	-9%	-1	-4%[57.1 µM]	-6%[57.1 µM]	i
Cc1ccccc1Nc1nc(N)nc(COC(=O)c2c(C)noc2C)n1	-5%	21%[57 µM]	1%	-8%	?	-4	4%[2.29 µM]	5%[57.1 µM]	6%
Cc1c(C(=O)c2ccc(F)cc2)c2ccccn2c1CCc1ccccn1	0%	8%	11%	-32%	-2%	7	-11%[57.1 µM]	-6%[57.1 µM]	i
O=S(=O)(c1ccc2ccccc2c1)N1CCCCCC1	3%	115%[activator]	-1%	0%	11%	1	14%[57.1 µM]	4%[57.1 µM]	9%
CC(C)c1nc2ccc(C(=O)NC(C)c3ccccc3)cc2o1 (centres undefined)	11%	64%[activator][57 µM]	-1%	-20%	-11%	-2	2%[57.1 µM]	0%[57.1 µM]	-5%
Cc1cccc(C(C(=O)NC2CCCCC2)N(Cc2cccnc2)C(=O)c2csnn2)c1 (centres undefined)	-9%	-16%	5%	-36%	3%	26	22%	5%	-4%

# Some entries already given, limited to Pin1 inh, rTrxR1 inhibitor and Tb PGK inh.
Molecule	Pin1 inh	rTrxR1 inhibitor	Tb PGK inh
O=C1[C@H](Cc2ccccc2)NCC=CC[C@@H](c2ccc(Cl)cc2)N1Cc1ccc(Cl)cc1	?	8%	4%
COc1cccc(CC(NC(C)=O)C(=O)NC2CCN(c3nc(C)cc(C)c3C#N)CC2)c1 (centres undefined)	0%	4%	-8%

# Part of the list above in order of length of the SMILES, lowest first.
SMILES	mIDH1 inhibitor	HP1b chromo inh	GLS inh	USP1-UAF1 inh	Pin1 inh	PI4K2A inh	rTrxR1 inhibitor	TrxR1 substrate	Tb PGK inh
Cc1ccccc1Nc1nc(N)nc(COC(=O)c2c(C)noc2C)n1	-5%	21%[57 µM]	1%	-8%	?	-4	4%[2.29 µM]	5%[57.1 µM]	6%
CN(CCCNC(=O)Cn1cccc1C(=O)c1ccccc1)C1CCCCC1	4%	24%	-6%	-12%	-2%	13	14%	0%	-1%
CCC(C)C(NC(=O)C1CCC(C)CC1)C(=O)NCCc1ccc(S(N)(=O)=O)cc1 (centres undefined)	4%	34%[activator]	1%	3%	4%	5	9%	-2%	.

# Screening data: PubChem BioAssay, National Center for Advancing Translational Sciences (NCATS)

# This is a subset; the hit share may differ from the screen's.
